Assay outcomes as filed in PubChem.
GPR151 activ: activators of human GPR151; Q8TDV0; actives 1% (n = 650,000); AID 1508602; activation, % at 11.2 µM; PathHunter beta-arrestin GPR151 cells, luminescence; in the data active means activation above about 4.9%;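 further: 0% = median of compound wells and 100% = cells with positive control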
Target sequence (Q8TDV0 whole entry, looked up): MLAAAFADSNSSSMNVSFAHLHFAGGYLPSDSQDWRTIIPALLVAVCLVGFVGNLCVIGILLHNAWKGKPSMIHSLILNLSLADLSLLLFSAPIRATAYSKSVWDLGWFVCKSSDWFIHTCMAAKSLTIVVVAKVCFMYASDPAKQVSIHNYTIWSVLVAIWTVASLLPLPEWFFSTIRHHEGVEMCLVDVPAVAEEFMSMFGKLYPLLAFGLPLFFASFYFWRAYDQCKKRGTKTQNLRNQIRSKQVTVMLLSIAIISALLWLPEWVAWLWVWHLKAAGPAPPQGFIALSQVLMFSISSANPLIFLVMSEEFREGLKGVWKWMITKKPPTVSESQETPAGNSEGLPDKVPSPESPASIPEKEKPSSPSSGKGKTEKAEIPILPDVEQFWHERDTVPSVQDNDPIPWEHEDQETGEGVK
TEAD-YAP inh: TEAD-YAP interaction inhibition; HEK-TIYL cells, TEAD-Gal4/YAP UAS-luciferase luminescence; inhibition, % at 9.12 µM; actives 1.4% (n = 640,000); in the data active means inhibition above about 32%;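 further: 0% = median of test compound wells and 100% = reference inhibitor wells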
MITF inh: blocks human microphthalmia-associated transcription factor | O75030 | AlphaScreen MITF homodimerization, bead proximity signal | inhibition, % at 2.6 µM | actives 0.91% (n = 650,000) | AID 1259374; in the data active means inhibition above about 50%;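 further: 0% = vehicle wells with protein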
Target sequence (O75030 whole entry, looked up): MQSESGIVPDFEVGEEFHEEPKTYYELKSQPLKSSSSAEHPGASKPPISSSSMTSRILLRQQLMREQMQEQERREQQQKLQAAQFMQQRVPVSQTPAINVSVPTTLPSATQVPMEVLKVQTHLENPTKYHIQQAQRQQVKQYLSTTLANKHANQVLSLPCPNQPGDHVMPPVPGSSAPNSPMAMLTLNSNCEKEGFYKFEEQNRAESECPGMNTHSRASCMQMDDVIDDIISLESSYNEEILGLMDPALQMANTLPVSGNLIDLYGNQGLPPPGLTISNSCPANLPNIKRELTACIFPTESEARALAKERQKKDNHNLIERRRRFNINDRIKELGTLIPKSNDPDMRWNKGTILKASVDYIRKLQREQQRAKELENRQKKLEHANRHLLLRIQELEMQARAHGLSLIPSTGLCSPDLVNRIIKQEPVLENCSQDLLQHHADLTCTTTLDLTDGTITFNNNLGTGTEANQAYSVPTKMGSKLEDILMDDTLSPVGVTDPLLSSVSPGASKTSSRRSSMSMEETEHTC
FBW7 activator: activators of human E3 ligase FBW7; Q969H0; normalized activity (activation), % at 26.1 µM; AID 1259310; AlphaScreen FBW7–phospho-cyclin E peptide binding, activator screen; actives 0.13% (n = 650,000); in the data active means normalized activity above about 1.9%;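 further: purified mutant Fbw7 with reduced substrate affinity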
* hit, by the source's call.

SMILES | GPR151 activ | TEAD-YAP inh | MITF inh | FBW7 activator
COC(=O)C1=C(C)NC(C)=C(C(=O)OC)C1c1cc(OC)ccc1OC | 1.1 | 1 | 24 | -0.1
Cc1cc(C(=O)Nc2nc3c(s2)CCCC3)cs1 | -4.2 | 5 | 5 | -0.4
Cc1nccn1CCC(=O)N1CCN(Cc2ccccc2F)C[C@@H]1C(C)C | 1.1 | 2 | -8 | 0.1
Cc1cc(C)nc(/N=C2/NC(=O)CS2)n1 | -0.4 | -5 | 16 | -0.2
CN(C(=O)C1=CC(c2ccco2)=NS(=O)(=O)N1C)c1ccccc1 | -1.0 | 11 | 12 | 0.1
COc1ccccc1N(CC(=O)Nc1ccc(Cl)cc1)S(C)(=O)=O | 0.8 | 7 | -2 | -0.1
Cc1cc(=O)n2nc(N3CCC(C(=O)Nc4cccc(F)c4)CC3)sc2n1 | 0.2 | 3 | 11 | 0.0
Cc1nc(C)n(-c2ccc(Nc3cc(-c4nn(CCCc5ccccc5)cc4-c4ccccc4)ccn3)cc2)n1 | 0.9 | 2 | 4 | -0.2
O=C(CCCN1C(=O)c2cccc3cccc(c23)C1=O)NCCN1CCOCC1 | 0.0 | -8 | 6 | 0.1
CC(C)/C=C/CN1CCc2nnc(C(NC(=O)C3CCOC3)C(C)C)n2CC1 (stereo not drawn) | 0.6 | -2 | -7 | -0.1
CCOc1ccc(C2=C(C(C)=O)Sc3nnc(CC)n3N2C(C)=O)cc1 | -1.2 | 6 | 22 | -0.2
Cc1ccc(C2C(/C=c3/sc4nc5ccccc5n4c3=O)=C(c3ccccc3)Oc3ccccc32)cc1 (stereo not drawn) | 2.0 | -3 | 4 | -0.1
COc1ccc(C(=O)Nc2c(C)ccc3nsnc23)cc1[N+](=O)[O-] | 2.1 | 4 | 7 | 0.0
O=C(NCC1CCCO1)c1ccc(CNc2nc(=S)[nH]c3ccccc23)cc1 (stereo not drawn) | 0.9 | 5 | 9 | -0.1
COC(=O)C1CCN(c2nc(C)nc3sc4c(c23)CCCC4)CC1 | 2.2 | 1 | 27 | 0.2
COC(=O)CN(C(=S)Nc1ccc(F)cc1)C1CC(=O)N(c2ccc(OC)cc2)C1=O (stereo not drawn) | 0.6 | -4 | -1 | 0.0
Cc1ccc[n+](CC(=O)OC23CC4CC(CC(C4)C2)C3)c1 | 0.6 | 4 | -4 | -0.1
O=C(NCc1ccco1)c1cc(-c2ccccc2O)no1 | 0.8 | -25 | 5 | -0.2
Oc1ccc2ccccc2c1/C=N/Nc1nncc(-c2ccccc2)n1 | 0.9 | -8 | -11 | 0.0
CSc1nc2n(n1)C(c1ccc(F)cc1)C1=C(CC(C)(C)CC1=O)N2 (stereo not drawn) | 2.0 | 3 | 3 | -0.1
O=C(NCCc1nnc2n1CCN(Cc1cccc(Cl)c1)CC2)C1CCCCC1 | 3.9 | 7 | 12 | 0.0
CC1=C(C(=O)N(C)C)C(c2ccc(C(F)(F)F)cc2)NC(=O)N1 (stereo not drawn) | 3.1 | 5 | 14 | 0.2
OCc1nc2ccccc2n1CC(O)COc1ccc(Cl)cc1Cl (stereo not drawn) | 0.1 | -21 | 3 | -0.5
Cc1cc(C)cc(N(CC(=O)Nc2cccc(Cl)c2)S(=O)(=O)c2c(C)noc2C)c1 | 0.4 | 8 | -8 | 0.6
CN(Cc1ccccc1)Cc1cc(Br)ccc1O | -1.3 | -17 | 23 | -0.1

The closing 3 records of the section before open the next one.
SMILES | GPR151 activ | TEAD-YAP inh | MITF inh | FBW7 activator
OCc1nc2ccccc2n1CC(O)COc1ccc(Cl)cc1Cl (stereo not drawn) | 0.1 | -21 | 3 | -0.5
Cc1cc(C)cc(N(CC(=O)Nc2cccc(Cl)c2)S(=O)(=O)c2c(C)noc2C)c1 | 0.4 | 8 | -8 | 0.6
CN(Cc1ccccc1)Cc1cc(Br)ccc1O | -1.3 | -17 | 23 | -0.1
C/C(=N\O)C(=O)NCCCn1ccnc1 | -0.7 | -17 | 5 | -0.2
Cc1ccc(Cn2c(C(=O)O)c(CNC3CC3)c3ccccc32)cc1 | 3.5 | 21 | -1 | 0.2
CCOc1cc(CNC2CCCCC2)ccc1OCC(=O)OC | 0.3 | -4 | 14 | 0.7
COc1ccc(CCNC(=O)CCNC(=O)Cn2cnc3ccccc3c2=O)cc1OC | 0.0 | -7 | -5 | -0.1
Cc1ccccc1C(=O)N1c2ccc(S(C)(=O)=O)cc2NC(=O)C1Cc1ccccc1 (stereo not drawn) | 0.0 | 2 | -1 | 0.2
CCC1(N(C(C)=O)c2ccc(OC)cc2)C(=O)c2ccccc2C1=O | -0.4 | -8 | 13 | 0.3
COc1ccc(-c2[nH]ncc2/C=N/NC(=O)c2ccncc2)c(OC)c1 | 3.1 | -2 | 4 | -0.1
CCN(CC)CCNCC(=O)Nc1ncc(C)s1 | 0.5 | 5 | 2 | -0.4
O=[N+]([O-])c1ccc(Cc2nnc(-c3ccc(F)cc3)o2)cc1 | -0.5 | -36 | 21 | 0.5
CC(O)CCN1CCC(C(Cc2ccccc2)N(C(=O)c2ccccn2)C2CC2)CC1 (stereo not drawn) | -0.7 | -6 | -6 | 0.0
CCC1=NN(C(=O)COc2ccccc2)C(O)(c2ccncc2)C1 (stereo not drawn) | -0.8 | 3 | 6 | 0.3
Cc1sc2nc(SCC(=O)NCCCn3ccnc3)[nH]c(=O)c2c1C | 0.7 | -4 | -3 | 0.0
Cc1nn(C)c(C)c1-c1nc(C(=O)Nc2ccccc2)cs1 | -1.5 | -37 | 8 | 0.0
O=C(NCCOc1ccccc1)c1cccc(Nc2nccc3ccccc23)n1 | -4.1 | -45 | 22 | 0.6
CC(Oc1cccc(Cl)c1)C(=O)Nc1ccccc1C(=O)O (stereo not drawn) | 1.7 | -2 | 2 | -0.1
CCOc1cc(C2C3=C(CCCC3=O)N(CC)C3=C2C(=O)CCC3)cc(Br)c1O | -0.3 | 10 | -1 | 0.6
Cc1ccccc1C1C2=C(CCCC2=O)Nc2nc3ccccc3n21 (stereo not drawn) | 0.3 | -8 | -13 | 0.1
COc1ccccc1C(=O)NCc1ccc2c(c1)cc(C)n2C | 1.7 | 10 | -2 | -0.4
C=CCc1cccc2cc(C(=O)N(Cc3ccccc3)Cc3ccccc3)c(=O)oc12 | -1.3 | 8 | 8 | 0.3
CC(=O)N1c2ccc([N+](=O)[O-])cc2N(C(C)=O)c2ccc([N+](=O)[O-])cc21 | 0.2 | -2 | 9 | 0.0
Cc1ccc(Cl)cc1-n1c(SCC(=O)N2CCCC2)nc2n[nH]c(C)c2c1=N | -0.4 | -16 | 7 | -0.1
Cc1ccc(Cl)cc1NC(=O)CN(c1ccccc1)S(C)(=O)=O | -0.3 | -5 | -9 | -0.1
CCOC1CC(c2ccccc2)=NN1c1ccc([N+](=O)[O-])cc1 (stereo not drawn) | 2.2 | -48 | 12 | -0.1
C=CCn1c(=NC(=O)C2=COCCO2)sc2cc(F)ccc21 | -0.6 | -15 | -2 | 1.9*
CCOC(=O)CNC(=O)c1sc2ncn(CC(=O)N3CC(C)CC(C)C3)c(=O)c2c1C (stereo not drawn) | 0.6 | 8 | 6 | -0.1

Part of the list above, reformatted.
| Compound | GPR151 activ | TEAD-YAP inh | MITF inh | FBW7 activator |
| --- | --- | --- | --- | --- |
| O=C(NCCOc1ccccc1)c1cccc(Nc2nccc3ccccc23)n1 | -4.1 | -45 | 22 | 0.6 |
| CC(Oc1cccc(Cl)c1)C(=O)Nc1ccccc1C(=O)O (stereo not drawn) | 1.7 | -2 | 2 | -0.1 |
| CCOc1cc(C2C3=C(CCCC3=O)N(CC)C3=C2C(=O)CCC3)cc(Br)c1O | -0.3 | 10 | -1 | 0.6 |
| Cc1ccccc1C1C2=C(CCCC2=O)Nc2nc3ccccc3n21 (stereo not drawn) | 0.3 | -8 | -13 | 0.1 |
| COc1ccccc1C(=O)NCc1ccc2c(c1)cc(C)n2C | 1.7 | 10 | -2 | -0.4 |
| C=CCc1cccc2cc(C(=O)N(Cc3ccccc3)Cc3ccccc3)c(=O)oc12 | -1.3 | 8 | 8 | 0.3 |
| CC(=O)N1c2ccc([N+](=O)[O-])cc2N(C(C)=O)c2ccc([N+](=O)[O-])cc21 | 0.2 | -2 | 9 | 0.0 |

(listing goes on)
SMILES | GPR151 activ | TEAD-YAP inh | MITF inh | FBW7 activator
Cc1cc(SCC(=O)NCc2ccc(F)cc2)nc(=O)[nH]1 | -0.8 | 2 | -8 | 0.2
Cc1nn(-c2ccccc2)c(C)c1/C=C(\C#N)C(=O)OCC(=O)N1CCc2ccccc21 | -0.2 | -3 | -4 | 0.0
Cc1cc(OCC(=O)NCCc2nc3ccccc3[nH]2)ccc1Cl | 4.0 | 6 | 1 | 0.0
NC(=O)COc1ccc(Cl)cc1C1C2=C(CCCC2=O)OC2=C1C(=O)CCC2 | 1.9 | 10 | 3 | -0.2
O=C(Nc1cccc(C(F)(F)F)c1)Nc1cc(F)c(F)cc1Cl | 0.8 | -7 | 0 | -0.1
CC1=C(C(=O)OCC(C)C)C(c2ccccc2OCc2ccccc2)C2=C(CC(c3ccccc3)CC2=O)N1 (stereo not drawn) | -0.6 | 4 | -12 | 0.0
Cc1cc(/C=C/C(=O)O)c(C)n1-c1ccc2c(c1)OCO2 | -0.1 | 5 | 1 | -0.1
COc1ccc(CCNC(=O)C2CCCN(c3c4c(nc5ncnn35)CCC4)C2)cc1 (stereo not drawn) | -0.8 | -9 | 9 | 0.1
Cc1cc(C)c(C(=O)CC2(O)C(=O)N(C)c3ccccc32)c(C)c1 (stereo not drawn) | -0.9 | 6 | -5 | -0.3
CCOC(=O)C1=C(c2ccccc2)OC(N)=C(C#N)C1c1cc2ccccc2nc1Cl (stereo not drawn) | -0.7 | 2 | 7 | -0.2
CCc1ccc(NC(=O)CN2C(=O)c3cccc(N)c3C2=O)cc1 | 0.6 | 7 | -14 | 0.2
O=C(/C=C/c1ccccc1)Nc1ccc(S(=O)(=O)N2CCCC2)cc1 | 4.0 | 15 | 4 | -0.1
COc1ccc(NC(=O)C(NC(=O)C2CCC(C)CC2)C(C)C)cc1 (stereo not drawn) | 0.2 | 0 | -2 | 0.1
O=C(O)c1ccc(NC(CS(=O)(=O)Cc2ccc(F)cc2)C(=O)O)c([N+](=O)[O-])c1 (stereo not drawn) | 0.1 | 9 | 4 | 0.1
CC(C(=O)NC1CCCC1)N(c1ccc(Oc2ccccc2)cc1)S(C)(=O)=O (stereo not drawn) | -1.1 | 7 | 11 | 0.1
COc1ccc(NC(=O)Nc2ccon2)cc1OC | -2.7 | -5 | 7 | 0.1
CCOc1ccc2nc(N3CCC(NC4CCS(=O)(=O)C4)CC3)nc(C)c2c1 (stereo not drawn) | 4.2 | -2 | 5 | 0.3
O=C(CN1C(=O)C(=O)N(Cc2ccccc2)C1=O)Nc1ccccc1Cc1ccccc1 | 0.1 | 5 | 8 | -0.1
CCCCn1c(-c2nn(C)cc2Cl)n[nH]c1=S | 3.3 | -4 | 17 | 0.0
Cc1nccn1-c1ccc(NC(=O)C2CCCN(C/C=C/c3ccc(F)cc3)C2)cc1 (stereo not drawn) | -0.6 | 10 | 0 | 0.0
COc1cc(C(=O)Nc2sc(C(=O)N3CCCCC3)c(C)c2C#N)cc(OC)c1OC | -0.1 | 2 | 18 | 0.4
CCOc1cc(C2C(C#N)=C(N)Oc3n[nH]c(-c4ccc(OC)cc4)c32)ccc1OC(=O)c1ccco1 (stereo not drawn) | -0.1 | 12 | -2 | -0.3
COc1cc(CN2C(=O)C(C)Sc3cc(OC)ccc32)cc(OC)c1 (stereo not drawn) | 0.7 | 1 | 7 | -0.1
Cc1sc2ncn(CC(=O)NCCCC(=O)O)c(=O)c2c1C | 1.6 | -6 | -18 | -0.2
O=C(O)C1CCCN1S(=O)(=O)c1ccc2c(c1)CCC2 (stereo not drawn) | -0.1 | 2 | 2 | 0.0
Following part:
SMILES | GPR151 activ | TEAD-YAP inh | MITF inh | FBW7 activator
COc1ccc(N2C(=O)CC(c3ccc([N+](=O)[O-])cc3)C3=C2CC(C)(C)CC3=O)cc1 (stereo not drawn) | 0.2 | -31 | -1 | -0.3
Cc1c(Cl)cccc1-n1nnc(-c2nc(-c3ccncc3)no2)c1N | -0.8 | -6 | 10 | 0.0
CCN(CCO)C1CCN(c2nc(C)c3cc4c(cc3n2)CCC4)CC1 | 3.0 | -2 | -4 | 0.0
COc1cc(/C=C2/NC(=S)NC2=O)cc(Br)c1OC(=O)C12CC3CC(CC(C3)C1)C2 | 0.5 | -7 | 9 | -0.1
Cn1c(=O)c(=O)n(C)c2cc(S(=O)(=O)CCC(=O)Nc3cccnc3)ccc21 | 0.3 | -4 | 6 | 0.1
NC(=O)COC(=O)c1ccccc1Nc1ccccc1 | 0.3 | 2 | 8 | 0.6
Cn1c(=O)c2c(nc(N3CCN(Cc4ccccc4)CC3)n2Cc2c(F)cccc2Cl)n(C)c1=O | 1.7 | 10 | 5 | -0.1
COCCN=c1scc(-c2ccc(Cl)cc2)n1/N=C/c1ccc2c(c1)OCCO2 | 2.7 | -18 | 20 | -0.2
CC(=O)c1ccc(NC(=O)C(C)Sc2nnc(C3CCCCC3)o2)cc1 (stereo not drawn) | 1.9 | -50 | 6 | 0.0
Cc1csc(NC(=O)/C=C/c2cccc(Cl)c2)n1 | 5.0* | -35 | 4 | 0.0
CCOC(=O)C1C(=O)CC(C)(O)C(C(=O)OCC)C1/C=C/c1ccccc1 (stereo not drawn) | -0.1 | 0 | -4 | -0.1
COC(=O)c1ccc(/C=N/Nc2nc3nonc3nc2Nc2ccccc2F)cc1 | 0.6 | -4 | 4 | 0.3
